PGK inhibitor: qHTS Assay to Find Inhibitors of Phosphoglycerate Kinase. Phosphoglycerate kinase, glycosomal (Trypanosoma brucei brucei), P07378. PGK/GAPDH coupled, Kinase-Glo luminescence, 60 min. Potency, µM (top dose mostly 57.5 µM), for inactives: at the highest dose activity change, negative = inhibition, most hits filed as inhibitors. 0.043% of 380,000 active; note: potency is the fitted concentration of half-maximal effect; % is set by controls: 0 for no effect and ±100 for the full control effect; nearly all actives have a fitted effect of over 60% in size
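Recombinant glycosomal PGK reaction used 1,3-bisphosphoglycerate generated in-well by GAPDH (100nM final) in 100mM TEA pH 7.6, 5mM MgCl2, 0.01% Tween-20. After 60 minutes at room temperature, ATP was read by Kinase-Glo Plus luminescence end-point.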
APEX1 inh: qHTS Assay for Inhibitors of the Human Apurinic/apyrimidinic Endonuclease 1 (APE1). recombinant APE1, TAMRA/BHQ-2 abasic DNA cleavage fluorescence. AID 2517, 2012. DNA repair nuclease/redox regulator APEX1 (Homo sapiens), P27695. 0.35% of 350,000 active. Potency, µM (highest dose often 65.8 µM), without a hit: top-dose activity change, negative = inhibition, most hits filed as inhibitors;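 note: potency is the fitted concentration of half-maximal effect; plate controls were vehicle for no effect and reference inhibitor for full effect; nearly all actives have a fitted effect of over 55% in size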
Target sequence (P27695 whole entry, looked up): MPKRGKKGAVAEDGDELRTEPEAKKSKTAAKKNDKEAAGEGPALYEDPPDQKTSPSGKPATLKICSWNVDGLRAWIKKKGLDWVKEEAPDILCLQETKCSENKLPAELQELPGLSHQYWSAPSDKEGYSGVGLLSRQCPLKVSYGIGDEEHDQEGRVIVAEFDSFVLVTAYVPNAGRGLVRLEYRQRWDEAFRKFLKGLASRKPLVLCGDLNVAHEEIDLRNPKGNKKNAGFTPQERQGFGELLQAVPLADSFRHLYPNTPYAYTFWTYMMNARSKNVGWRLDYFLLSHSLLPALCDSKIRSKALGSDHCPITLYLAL
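Substrate: short duplex with […] THF abasic site, 5'-TAMRA and 3'-BHQ-2, 50 nM final. APE1 at 0.75 nM, preincubated 15 min RT with compound. Fluorescence increase from first to third read measured activity.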
BLM helicase inh: qHTS Assay for Inhibitors of Bloom's syndrome helicase (BLM); RecQ-like DNA helicase BLM (Homo sapiens), P54132; recombinant BLM DNA unwinding, fluorescence dequenching; AID 2528, 2010; Potency, µM (highest dose often 56.1 µM), without a hit: at the top dose activity change, negative = inhibition, hits mostly inhibitors; 0.2% of 350,000 active;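 note: potency is the fitted concentration of half-maximal effect; plate controls were vehicle for no effect and no enzyme for full effect; nearly all actives have a fitted effect of over 35% in size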
POLB inh: qHTS Assay for Inhibitors of DNA Polymerase Beta; Pol beta primer extension/strand displacement, fluorescence kinetic; Potency, µM (titrated, usually from 114 µM), for inactives: at the highest dose activity change, negative = inhibition, most hits filed as inhibitors; P06746; AID 485314, 2010; 1.3% of 340,000 active; note: potency is the fitted concentration of half-maximal effect; % is set by controls: 0 for no effect and ±100 for the full control effect
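Human Pol beta at 10 nM; strand-displacement substrate 50 nM final. Compound exposure 15 min at room temperature before start, reaction 10 min at room temperature.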
POLK inh: qHTS for Inhibitors of Polymerase Kappa | purified Pol kappa, fluorescent DNA synthesis assay, 10 min | Potency, µM (series often up to 107 µM), without a hit: at the highest dose activity, negative = inhibition, most hits filed as inhibitors | 0.53% of 400,000 active | AID 588579, 2011; note: potency is the fitted concentration of half-maximal effect; % is set by controls: 0 for no effect and ±100 for the full control effect
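Readout: fluorescence, taken kinetically at 0 and 10 min. Conditions: 10 nM Pol kappa, 15 min RT compound preincubation, 50 nM substrate final. Controls: enzyme-free buffer wells.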
Anesthetic bind: qHTS Assay for Identification of Novel General Anesthetics | apoferritin/1-aminoanthracene competitive binding, fluorescence | 0.074% of 350,000 active | Ferritin light chain (Equus caballus), P02791 | AID 485281, 2010 | Potency, µM (highest dose often 77.5 µM), inactives show at the top dose activity change, negative = displacement, actives largely listed as inhibitors; note: potency is the fitted concentration of half-maximal effect; % is set by controls: 0 for no effect and ±100 for the full control effect; nearly all actives have a fitted effect of over 20% in size
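Steps: apoferritin (10 uM) was premixed with half-saturated 1-AMA in PBS, compounds were pin-transferred, plates stood 10 min at room temperature, fluorescence was read at 380/535 nm, and curves were fitted with a Hill equation.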
RXFP1 antag: qHTS Assay for Antagonists of the Relaxin Receptor RXFP1; Relaxin receptor 1 (Homo sapiens), Q9HBX9; HEK293-RXFP1, relaxin-stimulated cAMP HTRF, 30 min; stronger effect = lower value; activity change, negative = inhibition, % at 57.5 µM; 0.59% of 350,000 active; AID 1259400, 2018;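 active = activity change of -60% or lower, but not beyond a set lower limit; inconclusive = change between -60% and -40%, or beyond the set limit; inactive = change above -40%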; note: % is set by controls: 0 for no effect and ±100 for the full control effect
Target sequence (Q9HBX9 whole entry, looked up): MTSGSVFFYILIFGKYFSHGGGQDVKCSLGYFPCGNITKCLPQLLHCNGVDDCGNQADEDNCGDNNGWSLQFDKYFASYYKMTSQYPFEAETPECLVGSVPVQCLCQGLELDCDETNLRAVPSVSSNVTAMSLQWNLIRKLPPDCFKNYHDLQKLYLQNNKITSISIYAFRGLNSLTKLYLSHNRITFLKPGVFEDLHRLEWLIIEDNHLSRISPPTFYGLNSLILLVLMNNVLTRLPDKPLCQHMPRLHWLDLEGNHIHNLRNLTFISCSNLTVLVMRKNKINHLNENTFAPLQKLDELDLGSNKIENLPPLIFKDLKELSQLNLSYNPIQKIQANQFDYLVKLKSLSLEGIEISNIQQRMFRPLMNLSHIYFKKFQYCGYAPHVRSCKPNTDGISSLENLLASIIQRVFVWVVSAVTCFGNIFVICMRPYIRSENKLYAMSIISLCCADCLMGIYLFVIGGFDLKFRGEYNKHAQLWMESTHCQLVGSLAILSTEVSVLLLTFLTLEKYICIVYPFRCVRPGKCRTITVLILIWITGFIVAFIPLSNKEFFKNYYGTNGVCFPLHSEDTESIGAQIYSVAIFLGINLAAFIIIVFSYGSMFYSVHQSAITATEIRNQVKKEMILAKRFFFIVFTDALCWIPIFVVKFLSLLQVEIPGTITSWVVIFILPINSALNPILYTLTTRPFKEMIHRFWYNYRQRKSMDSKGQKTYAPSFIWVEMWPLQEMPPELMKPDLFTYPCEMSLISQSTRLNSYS
POLH inh: qHTS for Inhibitors of Polymerase Eta | Potency, µM (series often up to 114 µM), inactives show at the highest dose activity change, negative = inhibition, hits mostly inhibitors | AID 588591, 2011 | recombinant Pol eta, fluorescent DNA replication assay | 1.2% of 390,000 active; note: potency is the fitted concentration of half-maximal effect; % is set by controls: 0 for no effect and ±100 for the full control effect
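Pol eta at 10 nM preincubated with compounds 15 min at room temperature; reaction started with fluorescent substrate (50 nM final) and read kinetically at 0 and 10 min.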
POLI inh: qHTS for Inhibitors of Polymerase Iota; AID 588590, 2011; Potency, µM (series often up to 115 µM), for inactives: top-dose activity, negative = inhibition, usual class: inhibitors; 1% of 390,000 active; DNA polymerase iota (Homo sapiens), Q9UNA4; Pol iota fluorescent replication assay, 10 min; note: potency is the fitted concentration of half-maximal effect
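Pol iota at 10 nM preincubated 15 min with compounds at room temperature; reaction started with fluorescent substrate, 50 nM final. Fluorescence read kinetically at 0 and 10 min; buffer-only wells as negative control.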
* = called active by the depositor; i = inactive; ? = inconclusive; · = not tested or not shown; [ ] = another dose, or the depositor's remark. Unless noted, calls come from the whole dose curve; as a rule, active = well fitted curve in the direction sought with a large enough effect; inconclusive = small, poorly fitted or top-dose-only effect, or another doubt; inactive = no such curve, though single readings can be large; an effect the other way counts as inactive or inconclusive. These rows are one share of the data (hit frequency here may not be typical).

No.	PGK inhibitor	APEX1 inh	BLM helicase inh	POLB inh	POLK inh	Anesthetic bind	RXFP1 antag	POLH inh	POLI inh	Compound
1	i	-5%	·	·	-16%	·	13	-6%	8%	Cc1ccc(C)c(C(=O)COC(=O)c2cc([N+](=O)[O-])ccc2N2CCOCC2)c1
2	-5%	-14%	1%	2%	-2%	-22%	5	-11%	3%	C=Cc1ccc(Cn2c(=O)n(C)c(=O)c3sccc32)cc1
3	1%	·	·	·	-20%	·	·	-6%	-17%	CCCCN1C(N)=NC[C@@H]1c1ccccc1
4	6%	10%	·	·	0%	·	-4	-9%	6%	CC(Sc1nnc(-c2cccnc2)o1)C(=O)NC1CCCCC1 (stereo not drawn)
5	-4%	-19%	·	·	1%	·	-10	-14%	-20%	CCC(=O)c1ccc(OCC(=O)OCC(=O)Nc2ccc(C)c(S(=O)(=O)N3CCCCC3)c2)cc1
6	i	37%	-1%	-27%	-6%	-13%	-12	-22%	8%	CCN(CC)CCN(C(=O)c1ccc(S(=O)(=O)N2CCOCC2)cc1)c1nc2cc3c(cc2s1)OCCO3
7	-2%	-1%	0%	8%	-5%	-11%	14	0%	6%	Cc1ccccc1-n1c(C)cc(/C=N/NC(=O)c2ccc(CN3CCOCC3)cc2)c1C
8	i	7%	-6%	-4%	-9%	-7%	25	-14%	-26%	CCOc1ccc(OCc2ccc(C(=O)N3N=C(C(F)F)CC3(O)C(F)F)o2)cc1 (stereo not drawn)
9	-7%	-12%	·	·	-5%	·	-1	-2%	3%	COc1cc(C(=O)NCc2ccc(S(N)(=O)=O)cc2)ccc1OCC(=O)N1CCOCC1
10	-9%	15%	-1%	12%	9%	-5%	-2	5%	5%	COc1ccc(NC(=S)NCCN2CCC(C)CC2)cc1
11	-10%	·	-9%	-29%	0%	72%[activator]	·	-5%	-1%	CCn1cc2nc(SCc3ccccc3Cl)n(Cc3ccc(OC)cc3)c(=O)c2n1
12	·	5%	5%	·	-9%[60.1 µM]	-1%	·	·	·	CC(Oc1ccccc1)C(=O)NC1C(=O)N2C(C(=O)O)C(C)(C)S[C@@H]12 (stereo partly drawn)
13	i	-3%	·	·	-2%	·	·	-13%	?	C#CCOCCOCCOCCNc1nc(N2CCN(C(=O)CCCCCCCCCCNC(=O)[C@H](CCC(=O)O)n3cc(CCCCCN)nn3)CC2)nc(N2CCN(C(=O)CCCCCCCCCCNC(=O)[C@@H]([C@H](C)O)n3cc(C)nn3)CC2)n1
14	-5%	15%	·	·	-23%	·	·	-11%	7%	O=C(COc1ccccc1F)NNC(=O)Cc1ccc(S(=O)(=O)N2CCOCC2)s1
15	-2%	30%	2%	33%	12%	-11%	12	-17%	7%	CCN1CCN(S(=O)(=O)c2ccc(-c3cc(C)no3)s2)CC1
16	0%	22%	·	·	-2%	·	1	-9%	26%	COc1cccc(/C=C/C(=O)OCC(=O)NCCCc2ccccc2)c1OC
17	-5%	24%	2%	48%[activator]	-2%	-3%	-1	-2%	30%[activator]	N#Cc1c(N)n(-c2ccccc2)c(=O)c2cc([N+](=O)[O-])ccc12
18	-3%	5%	·	·	3%	·	·	-18%	14%	CC(C)(C)OC(=O)C[C@H]1C/C=C\C[C@H](CC(=O)N(CCO)Cc2ccccc2)C(=O)N[C@@H](Cc2ccccc2)COC1=O
19	1%	4%	-11%	-1%	-6%	-7%	-6	-13%	11%	Cc1ccc(Oc2nnc(-c3cccs3)c3ccccc23)cc1C
20	-8%	-31%	0%	-10%	-2%[60.1 µM]	-13%	-9	-16%	?	CCN1/C(=C/C=C/C=C/C=C/c2sc3ccccc3[n+]2CC)Sc2ccccc21
21	-7%	·	-1%	17%	6%	-2%	2	-5%	25%	CCN(C(=O)c1cn(-c2cccc(OC)c2)c(=O)c2ccccc12)c1ccccc1C
22	i	·	·	·	-1%	·	-5	-12%	-9%	O=C(CNC(=O)OCc1ccccc1)NC1(C(=O)O)CCCC1
23	-1%	-3%	-17%	-2%	6%	-11%	·	-6%	36%	O=C(CS(=O)(=O)c1ccccc1)Nc1nc2ccccc2s1
24	·	·	0%	1%	-3%	-6%	-7	·	-27%	CCOC(=O)C1CCCN(C(=O)c2nn(-c3ccc(OC)cc3)c(=O)c3c2c2ccccc2n3C)C1 (stereo not drawn)

Continued, starting with the last 3 of the part before.
No.	PGK inhibitor	APEX1 inh	BLM helicase inh	POLB inh	POLK inh	Anesthetic bind	RXFP1 antag	POLH inh	POLI inh	Compound
22	i	·	·	·	-1%	·	-5	-12%	-9%	O=C(CNC(=O)OCc1ccccc1)NC1(C(=O)O)CCCC1
23	-1%	-3%	-17%	-2%	6%	-11%	·	-6%	36%	O=C(CS(=O)(=O)c1ccccc1)Nc1nc2ccccc2s1
24	·	·	0%	1%	-3%	-6%	-7	·	-27%	CCOC(=O)C1CCCN(C(=O)c2nn(-c3ccc(OC)cc3)c(=O)c3c2c2ccccc2n3C)C1 (stereo not drawn)
25	-7%	-3%	1%	11%	-4%	-10%	1	-12%	7%	CCOc1ccc(N2C(=O)CN=C2Nc2ccccc2F)cc1
26	i	4%	-8%	5%	1%	-8%	-9	-16%	55%[activator]	O=C(Nc1cccc(C(F)(F)F)c1)c1cc(Br)cc2c1OCC2
27	-4%	1%	-2%	4%	-9%	5%	14	?	26%	CC(=O)c1ccc(S(=O)(=O)N2CCNCC2)cc1
28	-8%	6%	-2%	2%	-13%	-18%	4	-20%	20%	O=C(CCC(=O)OCc1ccc([N+](=O)[O-])cc1Cl)Nc1ccccc1
29	-2%	34%	·	·	-8%	·	-32	-17%	11%	Cc1ccc(S(=O)(=O)N2CCCCC2)cc1NC(=O)C1CC(=O)N(c2ccc3c(c2)OCCO3)C1 (stereo not drawn)
30	-5%	·	-2%	3%	-13%[60.1 µM]	3%	·	?	2%	O=C(NCc1ccccc1)C(=O)NCC(c1cccs1)S(=O)(=O)c1cccs1 (stereo not drawn)
31	3%	5%	0%	6%	-14%	2%	-9	6%	81%[activator]	CC(=O)NC(=S)Nc1ccc(S(=O)(=O)Nc2nc(C)cc(C)n2)cc1
32	8%	-3%	-14%	18%	-3%	?	5	-9%	-2%	Cc1cc(NS(=O)(=O)N(C)C)ccc1C(C)C
33	i	-4%	-3%	4%	9%	-12%	-3	-14%	5%	Cn1c(=O)[nH]c(=O)c2c1nc(Br)n2CC(O)COc1ccc(Cl)cc1 (stereo not drawn)
34	·	0%	-6%	29%	·	-13%	·	·	·	CCOc1cc(N2CCOCC2)c(OCC)cc1NC(=O)c1nc2nccc(C)n2n1
35	6%	3%	1%	-7%	?	-7%	·	22µM*	?	NC(=O)[C@@H]1CCNc2c(I)cc([N+](=O)[O-])cc2C(=O)N[C@@H](CCC(=O)O)C(=O)N[C@@H](CO)C(=O)N1
36	-21%	-5%	-9%	-3%	-11%	-24%	-6	-17%	-3%	Cc1ccc(C(=O)O/N=C2\CCCc3ccccc32)cc1
37	5%	7%	-3%	14%	-9%	-14%	-20	-4%	9%	O=C(NNC(=O)c1sc2cccc(Cl)c2c1Cl)Nc1ccccc1
38	1%	10%	-6%	-2%	1%	?	-24	-20%	159%[activator]	CCc1c(C)sc(NC(=S)Nc2cccnc2)c1C(=O)OC
39	i	-2%	1%	27%	1%	-8%	2	-16%	-3%	Cn1nnc(C(O)CNCc2cccs2)n1 (stereo not drawn)
40	i	-6%	-3%	27%	-4%	-9%	3	-6%	16%	Cc1cccc(NC(=O)CNC(=O)c2ccccc2Cl)n1
41	-9%	·	-9%	-29%	-10%	50%[activator]	-17	-24%	21%	O=S(=O)(c1ccccc1)c1nc(-c2ccc(F)cc2)oc1NCc1ccccc1
42	i	6%	-13%	9%	-17%	1%	-1	-14%	14%	O=C(NNC1=NS(=O)(=O)c2ccccc21)C1CC(=O)N(c2ccccc2)C1 (stereo not drawn)
43	i	1%	-6%	5%	0%	-2%	3	-3%	28%	COc1ccc(/C=N/n2cnc3c([nH]c4ccccc43)c2=O)cc1CO
44	-1%	17%	-10%	12%	-12%	-1%	-3	-1%	16%	CCOc1cccc2sc(N(CCN(C)C)C(=O)c3ccc4ccccc4c3)nc12
45	6%	-7%	·	·	-7%	·	-30	-16%	85%[activator]	O=C(c1cc(-c2ccncc2)nc2ccccc12)N1CCN(Cc2ccccc2)CC1
46	-1%	5%	-4%	-20%	-15%	-20%	-9	?	14%	Cc1cc(C)cc(Oc2nc(-c3ccccc3)cc(C)c2S(C)(=O)=O)c1
47	-2%	23%	0%	28%	-17%	5%	·	-17%	11%	CN1CCC(=O)N([C@H](CO)c2ccccc2)CC1
48	-6%	14%	0%	6%	-5%	-7%	2	-9%	38%[activator]	CC1(C)Cc2c(cnn2-c2cccc(F)c2)C(NC(=O)c2cc[n+]([O-])cc2)C1 (stereo not drawn)
49	-8%	0%	-9%	15%	-18%	?	-17	-19%	136%[activator]	COc1ccc(Cn2c(C(F)(F)F)ccc(C(N)=O)c2=O)cc1
50	3%	·	-7%	18%	-7%	0%	·	-12%	-4%	CCOc1ccc(CCNC(=O)CN2C(=O)COc3ccc(S(=O)(=O)N4CCC(C)CC4)cc32)cc1
51	6%	·	·	·	-10%	·	-1	-21%	11%	COc1ccc(C2CCCCCN2C(=O)C2CCN(S(=O)(=O)c3cccc(C(C)=O)c3)CC2)cc1 (stereo not drawn)

From PubChem BioAssay
